Bioassay records deposited in PubChem by Broad Institute.
Pf Dd2 growth: P. falciparum Dd2 growth inhibition. 94,000 compounds, 2.3% hits. SYBR Green, 72 h; active compounds read low. activity change, % at 10 µM; in the data active = activity change below about -80%; inconclusive = no clear call, values can overlap the other calls
KDM4C inh: blocks human GASC-1 (KDM4C) demethylase activity; GST-KDM4C 2-372, H3K9me3 peptide, LANCE TR-FRET; inhibition, % at 12.5 µM; 96,000 compounds, 0.15% hits;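 active = mean replicate inhibition above about 25%, with at least 55% of replicates also reaching it, limit read from the data, passing the limit was not always enough; inconclusive = only one of those two conditions met; inactive = neither condition met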
Target sequence (Q9H3R0 2-372 limits assumed): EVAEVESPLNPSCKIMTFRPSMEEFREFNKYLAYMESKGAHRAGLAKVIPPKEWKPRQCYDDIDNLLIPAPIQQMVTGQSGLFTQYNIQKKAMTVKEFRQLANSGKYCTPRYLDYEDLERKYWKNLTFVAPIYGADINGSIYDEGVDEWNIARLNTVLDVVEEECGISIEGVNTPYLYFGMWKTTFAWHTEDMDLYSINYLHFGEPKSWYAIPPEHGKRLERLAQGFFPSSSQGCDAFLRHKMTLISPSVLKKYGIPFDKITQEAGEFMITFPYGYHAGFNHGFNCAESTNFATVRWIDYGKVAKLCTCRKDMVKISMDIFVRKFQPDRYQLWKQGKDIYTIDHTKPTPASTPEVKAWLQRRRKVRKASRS
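reagent = H3K9me3 peptide substrate, Fe(II), 2-oxoglutarate | system = GST-tagged GASC-1 (JMJD2C) catalytic fragment, aa 2-372 | amount = enzyme final amount 10 nM | read-out = Fall in 671/618 emission ratio as inhibition | medium = HEPES buffer, pH 7.5, plus ascorbate | schedule = 30 min reaction, 60 min detection, RT | measured by = LANCE TR-FRET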
T cruzi growth: inhibitors of T. cruzi proliferation; T. cruzi beta-gal in NIH3T3, GalScreen luminescence, 90 h; inhibition, % at 8.34 µM; 77,000 compounds, 5.9% hits; AID 624255;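 active = mean inhibition above about 93%, with at least 55% of replicates each passing it, limit read from the data, passing the limit was not always enough; inconclusive = only one of those two conditions holds; inactive = neither condition holds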
C diff HTS: blocks growth of Clostridium difficile; 86,000 compounds, 0.25% hits; Clostridium difficile clinical isolate growth, OD600, 24 h; active compounds read low; growth activity, negative = inhibition, % at 16 µg/mL (by protocol);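 active = mean growth activity at or below -80% and every replicate also at or below -80%; inconclusive = mean at or below -80% but some replicate above -80%; inactive = mean growth activity above -80%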;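 note: 0% = DMSO wells and -100% = levofloxacin 16 µg/mL wells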
The depositor's hits bear a star; u = inconclusive; x = not tested or not shown.

The first four entries, ahead of the listing:
structure	KDM4C inh	C diff HTS	T cruzi growth	Pf Dd2 growth
C[C@H](CO)N1C[C@H](C)[C@H](CN(C)S(=O)(=O)c2ccccc2)Oc2ccc(NS(=O)(=O)c3ccc(Cl)cc3)cc2C1=O	-0.6	-7	53	-38
C[C@H]1CN([C@@H](C)CO)S(=O)(=O)c2ccc(C#Cc3ccccc3F)cc2O[C@@H]1CN(C)C(=O)c1ccc2c(c1)OCO2	-2.2	-9	x	-87*
Cc1noc(C)c1NC(=O)Nc1ccc2c(c1)CC(=O)N([C@@H](C)CO)C[C@@H](C)[C@H](CN(C)C(=O)Nc1ccc(F)cc1)O2	0.0	4	40	34
COc1ccc(C(=O)Nc2ccc3c(c2)C(=O)N(C)C[C@H](OC)[C@@H](C)CN(C(C)=O)[C@H](C)CO3)cc1	0.0	x	20	28

This part in full, from the start:
structure	KDM4C inh	C diff HTS	T cruzi growth	Pf Dd2 growth
C[C@H](CO)N1C[C@H](C)[C@H](CN(C)S(=O)(=O)c2ccccc2)Oc2ccc(NS(=O)(=O)c3ccc(Cl)cc3)cc2C1=O	-0.6	-7	53	-38
C[C@H]1CN([C@@H](C)CO)S(=O)(=O)c2ccc(C#Cc3ccccc3F)cc2O[C@@H]1CN(C)C(=O)c1ccc2c(c1)OCO2	-2.2	-9	x	-87*
Cc1noc(C)c1NC(=O)Nc1ccc2c(c1)CC(=O)N([C@@H](C)CO)C[C@@H](C)[C@H](CN(C)C(=O)Nc1ccc(F)cc1)O2	0.0	4	40	34
COc1ccc(C(=O)Nc2ccc3c(c2)C(=O)N(C)C[C@H](OC)[C@@H](C)CN(C(C)=O)[C@H](C)CO3)cc1	0.0	x	20	28
O=C(Nc1ccccc1)N1C[C@@H]2[C@H](c3ccccc31)[C@H](CO)N2C(=O)c1ccccc1F	-0.4	-3	21	-3
Cc1noc(C)c1S(=O)(=O)N(C)C[C@H]1Oc2c(NC(=O)C3CC3)cccc2C(=O)N([C@@H](C)CO)C[C@H]1C	0.4	-3	33	18
O=C(C[C@@H]1C[C@H]2c3cc(NS(=O)(=O)c4ccccc4)ccc3O[C@H]2[C@@H](CO)O1)NCC1CC1	1.4	0	-254	-2
COc1cccc(CN2[C@H](CO)[C@H](c3ccccc3)C23CN(C(=O)C2CC2)C3)c1	-0.5	9	x	-4
C[C@H]1CN([C@@H](C)CO)C(=O)Cc2cc(NC(=O)CCCCCC(=O)Nc3ccccc3N)ccc2O[C@H]1CN(C)CC1CCCCC1	1.4	5	71	-23
CCC(=O)N(C)C[C@H]1Oc2cc(C#C[C@@H](C)O)ccc2S(=O)(=O)N([C@@H](C)CO)C[C@@H]1C	0.3	2	-2	-1
C[C@@H]1CN([C@@H](C)CO)C(=O)Cc2cc(NS(=O)(=O)c3cccs3)ccc2O[C@H]1CN(C)Cc1ccc(Oc2ccccc2)cc1	-1.5	36	23	-70
COc1ccc2c3c([nH]c2c1)[C@H](CO)N(C(C)=O)CC31CCN(Cc2cc(-c3ccccc3)on2)CC1	-0.7	-4	x	-66
C[C@@H]1CN([C@H](C)CO)C(=O)c2cc(NC(=O)c3ccncc3)ccc2O[C@@H]1CN(C)C(=O)Nc1cccc2ccccc12	7.2	-5	-8	1
COc1cccc(S(=O)(=O)N[C@H]2CC[C@@H](CC(=O)NCc3ccc(Cl)cc3)O[C@@H]2CO)c1	0.7	-6	58	-4
C[C@H](CO)N1C[C@H](C)[C@H](CN(C)C(=O)Cc2ccccn2)Oc2ncc(/C=C/c3ccccc3)cc2C1=O	10	-4	9	7
COc1ccc(CN(C)C[C@@H]2OCCCC[C@@H](C)Oc3ccc(NC(=O)NC(C)C)cc3C(=O)N([C@H](C)CO)C[C@@H]2C)cc1	0.2	2	-37	x
CCCN1C[C@H](C)[C@@H](OC)CN(C)C(=O)c2cc(NC(=O)NC3CCCCC3)ccc2OC[C@H]1C	0.6	x	4	x
C[C@H](CO)N1C[C@H](C)[C@H](CN(C)CC2CC2)Oc2ccc(NS(=O)(=O)c3ccc(F)cc3)cc2CC1=O	-0.4	-4	x	-7
CO[C@@H]1CN(C)C(=O)c2ccc(NC(=O)Nc3cccc(F)c3)cc2OC[C@H](C)N(C(=O)C2CC2)C[C@@H]1C	0.0	x	17	x
CC(C)CC#Cc1ccc2c(c1)O[C@@H](CN(C)S(C)(=O)=O)[C@H](C)CN([C@@H](C)CO)S2(=O)=O	-0.7	x	8	-57
C[C@@H]1CN([C@@H](C)CO)C(=O)Cc2cc(NS(=O)(=O)c3cn(C)cn3)ccc2O[C@@H]1CN(C)C(=O)Nc1cccc2ccccc12	0.8	7	27	-5
O=C(C[C@H]1CC[C@@H]2[C@H](COC[C@@H](O)CN2Cc2cccc(F)c2)O1)NCc1cccc(F)c1	-0.1	9	1	-19
NCC[C@H]1CC[C@@H](NC(=O)C2CC2)[C@@H](CO)O1	0.1	-2	x	36
C[C@H]1CN([C@@H](C)CO)C(=O)c2cccc(NC(=O)c3ccncc3)c2O[C@@H]1CN(C)S(C)(=O)=O	-0.2	2	18	9
COc1ccc2c3c([nH]c2c1)[C@H](CO)N(Cc1nccs1)CC31CN(Cc2cccnc2)C1	-0.3	6	x	-88*
COc1cccc(C(=O)Nc2ccc3c(c2)OC[C@@H](C)N(CC2CC2)C[C@H](C)[C@@H](OC)CN(C)C3=O)c1	-0.7	-7	15	-14
C[C@H]1CN([C@@H](C)CO)C(=O)Cc2cc(NC(=O)Cc3cn(C)c4ccccc34)ccc2O[C@H]1CN(C)S(C)(=O)=O	-1.6	3	-40	5
C[C@H](CO)N1C[C@H](C)[C@@H](CN(C)C)OCCCC[C@H](C)Oc2ccc(NC(=O)Nc3ccc(C(F)(F)F)cc3)cc2C1=O	-1.1	6	36	37
COc1ccc2c3c(n(C)c2c1)[C@@H](CO)N(C(=O)C1CCOCC1)CC31CCN(C(=O)c2ccncc2)CC1	x	-1	x	-20
CC(C)CC#Cc1ccc([C@H]2[C@H]3CN(C(=O)Nc4cc(F)ccc4F)CC(=O)N3[C@H]2CO)cc1	0.5	-5	x	-5
C[C@@H]1CN([C@@H](C)CO)C(=O)c2cc(NS(C)(=O)=O)ccc2O[C@H]1CN(C)CC1CC1	-1.4	1	-7	6
O=C1CCCc2cnnn2COC[C@@H](c2ccccc2)N1	-0.7	-1	x	x
CCN1[C@H](C(=O)N(C)C)[C@@H](CO)[C@@H]2Cn3c(ccc(-c4ccc(F)cc4)c3=O)[C@@H]21	5.1	1	-15	-1
CO[C@H]1CN(C)C(=O)c2ccc(NS(=O)(=O)c3ccc(Oc4ccccc4)cc3)cc2OC[C@@H](C)NC[C@@H]1C	-1.3	x	-95	8
CO[C@@H](CN(C)Cc1cc(F)ccc1F)[C@@H](C)CN([C@H](C)CO)S(=O)(=O)c1ccc(F)cc1	x	x	47	-40
CCCNC(=O)N1CC2(CCN(C(=O)CC)CC2)c2c(n(C)c3cc(OC)ccc23)[C@@H]1CO	0.9	1	x	-5
C[C@@H]1CN([C@H](C)CO)C(=O)c2cc(-c3ccc(F)cc3)cnc2O[C@@H]1CN(C)Cc1cccnc1	1.2	2	65	24
O=C(C[C@H]1CC[C@@H](NS(=O)(=O)c2ccccc2)[C@H](CO)O1)NCCN1CCCCC1	0.3	3	50	18
COc1ccc(S(=O)(=O)N(C)C[C@H]2Oc3ncc(-c4ccncc4)cc3C(=O)N([C@@H](C)CO)C[C@H]2C)cc1	-1.6	1	45	11
COc1ccc(NC(=O)N2C[C@@H](O)COC[C@H]3O[C@H](CC(=O)N4CCN(C)CC4)CC[C@@H]32)cc1	-1.4	x	8	-1
CO[C@H]1CN(C)C(=O)c2ccc(NC(C)=O)cc2OC[C@H](C)N(C(=O)c2ccc(F)cc2)C[C@H]1C	-0.9	x	-5	0
O=S(=O)(N[C@@H]1CC[C@@H](CCn2cc(Cc3ccccc3)nn2)O[C@H]1CO)c1ccccc1F	-0.7	-1	-22	-23
C/C=C/c1ccccc1[C@@H]1[C@@H](CO)N(c2ncc(CC)s2)[C@H]1C#N	-0.3	1	x	-10
C[C@H]1CN([C@@H](C)CO)C(=O)c2ccccc2-c2ccccc2CO[C@@H]1CN(C)C(=O)CCN(C)C	-0.7	-3	-43	1
C[C@@H]1CCCCO[C@@H](CN(C)C)[C@H](C)CN([C@@H](C)CO)C(=O)c2cc(NS(C)(=O)=O)ccc2O1	1.3	-5	16	29
CCCC#Cc1cnc2c(c1)C(=O)N([C@@H](C)CO)C[C@H](C)[C@H](CN(C)C(=O)Nc1ccccc1F)O2	-1.5	-4	32	-17
COc1ccc2c3c(n(C)c2c1)[C@H](CO)N(Cc1cccc(F)c1)CC31CCN(C(=O)Cc2ccccc2)CC1	-0.7	7	x	-83*
O=C(NCC[C@@H]1CC[C@@H](NC(=O)C2CCCC2)[C@@H](CO)O1)c1cc(Cl)cc(Cl)c1	-3.3	7	x	-9
Cc1noc(C)c1NC(=O)Nc1cccc2c1O[C@H](CN(C)CC1CC1)[C@@H](C)CN([C@H](C)CO)C2=O	-0.6	2	-35	5
COc1ccc(-c2cnc3c(c2)C(=O)N([C@@H](C)CO)C[C@@H](C)[C@H](CN(C)C(=O)C2CCC2)O3)cc1	1.4	0	11	28
COc1ccccc1-c1ccc([C@@H]2[C@H](CO)N3CCCCN(Cc4ccncc4)C[C@@H]23)cc1	1.2	-18	48	-41
COc1ccc(S(=O)(=O)N[C@@H]2CC[C@@H](CCn3cc(C(C)C)nn3)O[C@@H]2CO)cc1	0.5	x	-10	26
COCC#Cc1ccc([C@@H]2[C@H]3CN(S(=O)(=O)c4ccccc4F)CCCCN3[C@H]2CO)cc1	3.1	6	44	24
C[C@@H]1CN([C@@H](C)CO)C(=O)c2cc(NC(=O)NC3CCCCC3)ccc2O[C@H]1CN(C)Cc1ccncc1	1.1	0	30	-28
COc1ccc(S(=O)(=O)Nc2ccc3c(c2)C(=O)N([C@H](C)CO)C[C@H](C)[C@H](CN(C)S(C)(=O)=O)OCCCC[C@@H](C)O3)cc1	-0.2	0	52	40
CCCC#Cc1ccc([C@@H]2[C@@H](CO)N3CCCCN(C(=O)NC4CCCC4)C[C@@H]23)cc1	1.5	12	86	18

Further entries.
structure	KDM4C inh	C diff HTS	T cruzi growth	Pf Dd2 growth
CN(C)C(=O)c1cccc(-c2ccc([C@@H]3[C@@H](CO)N4C(=O)CN(C(=O)C5CCCCC5)C[C@@H]34)cc2)c1	-1.3	-3	x	-32
CC(C)NC(=O)N[C@H]1C=C[C@H](CC(=O)N2CCCCC2)O[C@H]1CO	0.8	x	-34	2
COc1ccc(S(=O)(=O)Nc2ccc3c(c2)C(=O)N([C@@H](C)CO)C[C@@H](C)[C@H](CN(C)Cc2ccc(Cl)c(Cl)c2)O3)cc1	1.0	10	121*	-22
O=C(c1cccnc1)N1CCCCN2[C@H](CO)[C@@H](c3ccc(C#Cc4ccccc4)cc3)[C@H]2C1	x	1	40	2
CO[C@H]1CN(C)C(=O)c2cc(NC(C)=O)ccc2OC[C@@H](C)N(Cc2ccccn2)C[C@H]1C	0.8	-9	33	20
O=C(N[C@H]1C=C[C@H](CC(=O)N2CCC(Cc3ccccc3)CC2)O[C@@H]1CO)c1cnccn1	3.8	0	42	3
Cc1noc(C)c1NC(=O)Nc1cccc2c1O[C@H](CN(C)C(=O)Nc1ccc(F)cc1)[C@H](C)CN([C@@H](C)CO)C2=O	-0.8	3	-70	-22
C[C@H](O)C#Cc1ccc([C@H]2[C@H]3CN(S(=O)(=O)c4ccccc4)CCCCN3[C@H]2CO)cc1	-0.6	1	u	-9
O=C(Nc1ccc(F)cc1)N1CC(=O)N2[C@H](CO)[C@H](c3ccc(C#CC4CC4)cc3)[C@H]2C1	-0.2	-9	x	5
O=C(Cc1cccnc1)N[C@@H]1CC[C@@H](CCn2cc(Cc3ccccc3)nn2)O[C@@H]1CO	-0.6	-6	25	-16
CC(=O)N[C@@H]1CC[C@H](CC(=O)NCC2CCCCC2)O[C@H]1CO	0.6	-3	-42	5
C[C@@H]1CN([C@@H](C)CO)C(=O)c2cc(NC(=O)Nc3cccc4ccccc34)ccc2O[C@@H](C)CCCCO[C@H]1CN(C)Cc1ccc(Cl)c(Cl)c1	0.3	-18	122*	-35
C[C@H]1CN([C@@H](C)CO)C(=O)c2cc(NC(=O)Cn3cnnn3)ccc2O[C@@H]1CN(C)Cc1ccc(C(=O)O)cc1	0.7	x	-51	23
C[C@H](CO)N1C[C@H](C)[C@H](CN(C)C(=O)Nc2cc(F)ccc2F)Oc2ncc(C#CCN(C)C)cc2C1=O	1.3	-1	-47	2
